High-throughput results from PubChem.
Bcl-xL primary: inhibitors of human Bcl-xL, primary screen, biochemical, fluorescence polarization, HTS. actives 0.7% (n = 320,000). inhibition, % at 10.9 µM. GST-Bcl-xL / FITC-Bim BH3 peptide fluorescence polarization. Bcl-2-like protein 1 (Homo sapiens), Q07817. AID 2129, 2009;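 active means inhibition above the mean of all tested compounds plus 3 SD, cutoff set per campaign, cut at about 30% in these data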;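 further: 0% = DMSO wells and 100% = unlabeled Bim-BH3 peptide competitor; inhibitors lower millipolarization by displacing the labeled peptide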
Target sequence (Q07817 whole entry, looked up): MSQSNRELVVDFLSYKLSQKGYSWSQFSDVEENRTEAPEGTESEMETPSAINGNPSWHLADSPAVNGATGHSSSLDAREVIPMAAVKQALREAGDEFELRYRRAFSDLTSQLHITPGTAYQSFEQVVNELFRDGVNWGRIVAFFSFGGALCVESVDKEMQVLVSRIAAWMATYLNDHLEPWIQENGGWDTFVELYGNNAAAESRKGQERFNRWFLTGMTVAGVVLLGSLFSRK
MEX-5 binding: MEX-5 zinc finger RNA-binding disruptors – biochemical, C. elegans, fluorescence polarization, MLPCN library, primary screen; actives 0.38% (n = 300,000); Zinc finger protein mex-5 (Caenorhabditis elegans), Q9XUB2; activity score (negative = inhibition of binding), % at 10 µM; AID 1832, 2009; MEX-5/FITC-TCR2 RNA binding; hits give low values;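 active means inhibition past about -25% in most replicates, and total fluorescence under double the plate's negative control median, limit read from the data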;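 further: 0% = DMSO and -100% = 5 µM competing unlabeled TCR2 RNA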
Target sequence (Q9XUB2 whole entry, looked up): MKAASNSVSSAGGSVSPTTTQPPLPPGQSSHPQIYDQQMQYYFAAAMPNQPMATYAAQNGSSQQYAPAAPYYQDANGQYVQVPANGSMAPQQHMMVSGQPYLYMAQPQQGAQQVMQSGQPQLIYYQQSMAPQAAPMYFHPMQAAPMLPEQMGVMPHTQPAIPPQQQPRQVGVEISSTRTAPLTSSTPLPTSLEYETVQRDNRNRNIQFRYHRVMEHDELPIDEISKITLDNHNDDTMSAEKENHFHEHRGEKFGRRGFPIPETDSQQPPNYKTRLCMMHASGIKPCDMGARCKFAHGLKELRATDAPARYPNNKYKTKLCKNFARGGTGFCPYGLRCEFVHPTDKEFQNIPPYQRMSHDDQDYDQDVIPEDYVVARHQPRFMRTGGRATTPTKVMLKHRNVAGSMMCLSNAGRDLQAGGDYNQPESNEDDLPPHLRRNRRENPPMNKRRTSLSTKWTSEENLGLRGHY
GRK2 inh: compounds blocking aptamer binding on GRK2 – biochemical, human GRK2, bead flow cytometry, HTS, primary screen. FAM-aptamer displacement from GRK2. actives 0.59% (n = 330,000). Beta-adrenergic receptor kinase 1 (Homo sapiens), P25098. AID 488847, 2010. inhibition of aptamer binding, % at 10 µM;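 active means inhibition of aptamer binding above 40%, roughly 3 SD of noise, on plates passing a quality check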;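 further: median bead fluorescence of bound FAM aptamer so fluorescent compounds give negative values; no value below 0 was filed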
Fam108B inh: mouse Fam108B serine hydrolase inhibitors, primary screen, counter-screen for RBBP9 inhibitor project, biochemical, fluorescence polarization; inhibition, % at 9.51 µM; recombinant Fam108B, FP-Rh probe fluorescence polarization; actives 0.33% (n = 300,000); AID 1947, 2009;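 active means inhibition above the screen mean inhibition plus 3 SD, computed separately per campaign, cut at about 18% in these data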;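 further: inhibitors lower polarization as less probe binds the enzyme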
GLD-1 RNA inh: GLD-1/TGE RNA complex disruptors, primary screen, biochemical, fluorescence polarization. Female germline-specific tumor suppressor gld-1 (Caenorhabditis elegans), Q17339. purified GLD-1 + fluorescein TGE RNA. inhibition, % at 5.96 µM. actives 0.44% (n = 320,000);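 active means percent inhibition above a per-plate cutoff, the plate mean of test compounds plus 3 SD, cut at about 30% in these data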;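 further: 0% = DMSO wells with GLD-1 and probe and 100% = wells lacking GLD-1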
VLA-4 inh: inhibition in human VLA-4 binding assay, primary screen, VLA-4 allosteric modulator project, MLPCN library, flow cytometry, VLA-4 expressing cells; ligand binding flow cytometry; inhibition, % (about 7 µM as worked out from the volumes in the protocol); actives 0.2% (n = 330,000); AID 2557, 2010; in the data active means inhibition above about 50%
AGP1-GFP MLPCN: modulators of AGP1-GFP expression in yeast TOR pathway, primary screen, cell-based, multiplex flow cytometry, S. cerevisiae, MLPCN library; actives 0.02% (n = 320,000); GFP response vs DMSO, % at 10 µM; 3 h; GFP as percent of DMSO wells;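 active means GFP response relative to DMSO above a set limit, near screen average plus 3 SD, cut at about 150% in these data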;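 further: median GFP channel fluorescence of the gated AGP1 strain per well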
MCL1-BIM inh: inhibitors of MCL1 binding to BIM-BH3, primary screen, biochemical, fluorescence polarization; actives 0.68% (n = 320,000); Induced myeloid leukemia cell differentiation protein Mcl-1 (Homo sapiens), Q07820; GST-MCL1 / FITC-Bim-BH3 fluorescence polarization; inhibition, % at 10.9 µM; AID 2057, 2009;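 active means inhibition above the mean inhibition of all tested compounds plus 3 SD, set per campaign, cut at about 40% in these data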;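 further: 0% = DMSO wells and 100% = unlabeled Bim-BH3 peptide control; higher means more loss of mP so more displacement of Bim peptide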
Target sequence (Q07820 whole entry, looked up): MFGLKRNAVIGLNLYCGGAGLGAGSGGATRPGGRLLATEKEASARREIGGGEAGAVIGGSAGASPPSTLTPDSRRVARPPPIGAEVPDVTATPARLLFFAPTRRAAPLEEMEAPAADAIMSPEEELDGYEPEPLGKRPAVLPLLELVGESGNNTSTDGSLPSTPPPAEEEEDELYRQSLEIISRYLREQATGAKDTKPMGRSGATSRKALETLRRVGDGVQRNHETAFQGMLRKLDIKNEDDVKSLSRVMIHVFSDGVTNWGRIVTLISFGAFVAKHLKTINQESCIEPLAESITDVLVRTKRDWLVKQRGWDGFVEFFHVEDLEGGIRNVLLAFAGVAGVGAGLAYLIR
CIT2-GFP yeast: modulators of CIT2-GFP expression in yeast, primary screen, S. cerevisiae, GFP fusion, multiplex flow cytometry, MLPCN library. S. cerevisiae CIT2-GFP strain, 3 h; 100 means same as DMSO wells. GFP response vs DMSO, % at 10 µM. actives 0.065% (n = 320,000);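 active means GFP response relative to DMSO above a set limit, near the screen mean plus 3 SD, cut at about 150% in these data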;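 further: ratio of well median GFP fluorescence to mean of DMSO wells on the plate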
Numbers without * were called inactive; · = not tested or not shown.

SMILES | Bcl-xL primary | MEX-5 binding | GRK2 inh | Fam108B inh | GLD-1 RNA inh | VLA-4 inh | AGP1-GFP MLPCN | MCL1-BIM inh | CIT2-GFP yeast
CCC(C)N(C(=O)COC(=O)CN=C1NS(=O)(=O)c2ccccc21)C1CCS(=O)(=O)C1 (stereo unspecified) | -3 | · | 2 | · | 1 | 10 | 113 | -12 | 106
Clc1ccc(CN2C3=NCCN3c3ccccc32)cc1 | 5 | -2.5 | 0 | 1 | 1 | 5 | 102 | 5 | 100
COCC(O)CNc1ccccc1 (stereo unspecified) | 3 | -0.9 | 0 | 2 | 1 | 11 | 91 | -8 | 96
COc1cc(C(=O)NNC(=O)C2CCC2)cc(OC)c1OC | 2 | · | 5 | · | 3 | 13 | 102 | 3 | 108
CCOC(=O)c1[nH]c2cc(OC)c(OC)cc2c1N | 7 | -1.2 | 1 | 2 | 10 | 5 | 108 | -3 | 86
Cc1cc(O)ccc1Nc1nc2ccccc2nc1Nc1ccc(O)cc1C | -2 | 0.0 | 4 | 10 | 13 | -1 | 105 | -9 | 84
CCCC(=O)NC(c1cccs1)c1cc([N+](=O)[O-])c2cccnc2c1O (stereo unspecified) | 5 | 1.1 | 5 | 4 | 4 | 20 | 95 | 8 | 100
CCn1c(Cc2ccccc2)nnc1SCC(=O)OC(C)C | 0 | 2.3 | 5 | -1 | -1 | · | 97 | -7 | 101
O=C(N=Nc1c(O)[nH]c2ccccc12)c1ccc2c(c1)OCO2 | 8 | 0.4 | 0 | -2 | 8 | 7 | 98 | 8 | 99
COc1ccc(Cl)cc1NC(=O)CN1C(=O)CC(C)S(=O)(=O)c2ccccc21 (stereo unspecified) | 3 | 0.2 | 0 | 6 | 20 | 13 | 106 | 2 | 96
O=C(NCCOc1cccnc1)c1ccc(OC2CCN(Cc3ccccn3)CC2)cc1 | 8 | -7.3 | 0 | 0 | 4 | 11 | 104 | 20 | 97
Nc1nc(CN2CCN(c3ccccc3)CC2)nc(Nc2ccc(Cl)cc2)n1 | 1 | 1.1 | 0 | -4 | 1 | 24 | 109 | 7 | 104

A second format for part of the listing above.
> COCC(O)CNc1ccccc1 (stereo unspecified)
  Bcl-xL primary: 3	MEX-5 binding: -0.9	GRK2 inh: 0	Fam108B inh: 2	GLD-1 RNA inh: 1	VLA-4 inh: 11	AGP1-GFP MLPCN: 91	MCL1-BIM inh: -8	CIT2-GFP yeast: 96

> COc1cc(C(=O)NNC(=O)C2CCC2)cc(OC)c1OC
  Bcl-xL primary: 2	MEX-5 binding: ·	GRK2 inh: 5	Fam108B inh: ·	GLD-1 RNA inh: 3	VLA-4 inh: 13	AGP1-GFP MLPCN: 102	MCL1-BIM inh: 3	CIT2-GFP yeast: 108

> CCOC(=O)c1[nH]c2cc(OC)c(OC)cc2c1N
  Bcl-xL primary: 7	MEX-5 binding: -1.2	GRK2 inh: 1	Fam108B inh: 2	GLD-1 RNA inh: 10	VLA-4 inh: 5	AGP1-GFP MLPCN: 108	MCL1-BIM inh: -3	CIT2-GFP yeast: 86

> Cc1cc(O)ccc1Nc1nc2ccccc2nc1Nc1ccc(O)cc1C
  Bcl-xL primary: -2	MEX-5 binding: 0.0	GRK2 inh: 4	Fam108B inh: 10	GLD-1 RNA inh: 13	VLA-4 inh: -1	AGP1-GFP MLPCN: 105	MCL1-BIM inh: -9	CIT2-GFP yeast: 84

Further compounds follow.
SMILES | Bcl-xL primary | MEX-5 binding | GRK2 inh | Fam108B inh | GLD-1 RNA inh | VLA-4 inh | AGP1-GFP MLPCN | MCL1-BIM inh | CIT2-GFP yeast
CC(=O)c1c(C)[nH]c(C(=O)CN2C(=O)NC(C)(CCC(C)C)C2=O)c1C (stereo unspecified) | 0 | -2.0 | 0 | -5 | -4 | -5 | 92 | -1 | 70
CCc1ccc(NC(=S)N2CCNC(=O)C2CC(=O)OC)cc1 (stereo unspecified) | 2 | -0.8 | 0 | 2 | 1 | 18 | 104 | -1 | 92
CCCOc1ccc(-c2c(C(=O)N/N=C/c3ccc(OC)cc3)nnn2-c2nonc2N)cc1 | 4 | 1.9 | 1 | -24 | -3 | 3 | 105 | 13 | 114
COc1cccc(-c2noc(CCCC(=O)NC3CCCC3)n2)c1 | 6 | 1.0 | 1 | -2 | 0 | -1 | 108 | 1 | 136
CC(=O)Oc1ccccc1N(C(C)=O)S(=O)(=O)c1ccc(C)cc1 | -4 | -1.5 | 0 | -1 | -3 | -31 | 101 | -22 | 97
Cn1cnnc1SCC(=O)N1N=C2/C(=C/c3ccco3)CCCC2C1c1ccco1 (stereo unspecified) | 4 | -1.3 | 3 | 4 | 0 | 5 | · | 8 | 110
CCC(=O)N1CCc2cc(OC)c(OC)cc2C1COc1ccc(F)cc1 (stereo unspecified) | 7 | -3.4 | 4 | 1 | 4 | -5 | 102 | 0 | 106
Cc1ccc(S(=O)(=O)N2CCN(C(=O)CCC(=O)NCCc3ccc(F)cc3)CC2)cc1 | 9 | 1.0 | 1 | 0 | -3 | 7 | 98 | 3 | 91
O=C(N/N=C/c1ccc2c(c1)OCO2)c1sc2cccc(Cl)c2c1Cl | 6 | -4.6 | 0 | -30 | -1 | 1 | 103 | 4 | 96
O=C(CCn1cnnn1)N1CCCC(Nc2ccc(F)c(F)c2)C1 (stereo unspecified) | 4 | -0.5 | 0 | -2 | 1 | -1 | 96 | 11 | 98
COc1ccc2[nH]c3c(=O)n(CCCCC(=O)N4CCC(C(N)=O)CC4)c(=S)[nH]c3c2c1 | 4 | -2.2 | 0 | -2 | 9 | · | 105 | -12 | 104
CN(Cc1ccc(Cl)cc1Cl)C(=O)c1cccc(S(=O)(=O)N2CCN(c3ccccc3)CC2)c1 | 3 | 1.6 | 3 | -2 | 4 | 10 | 107 | 1 | 100
O=C(CCc1nc2ccccc2s1)Nc1ccccc1 | 5 | -0.6 | 0 | -2 | 9 | 7 | 90 | 5 | 94
CSc1ncc(Cl)c(C(=O)Nc2ccc(S(=O)(=O)N3CCOCC3)cc2)n1 | -4 | 2.3 | 1 | -4 | 1 | 8 | 115 | -5 | 107
Fc1ccccc1-c1nc(-c2ccc(Br)o2)no1 | 6 | -0.5 | 0 | 4 | 1 | 7 | 94 | 11 | 100
CCC(=O)c1ccc(OC(=O)Cc2ccc(OC)cc2)cc1 | 6 | 1.1 | 11 | -6 | 4 | 11 | 100 | 7 | 97
COc1cc(/C=C2/CCC/C(=C\c3cc(O)c(OC)c(Cl)c3)C2=O)cc(Cl)c1O | 5 | 1.6 | 8 | 5 | -25 | -45 | 99 | 2 | 104
COc1ccc(NC(=S)N(CCCN2CCOCC2)Cc2cn(C)c3ccccc23)cc1 | 5 | -0.7 | 0 | -3 | 0 | 1 | 97 | 8 | 98
C/C(=N\NC(=O)C12CCC(C)(C(=O)O1)C2(C)C)c1ccccc1O (stereo unspecified) | -1 | -4.8 | 2 | -1 | 4 | 8 | 108 | -4 | 106
CCOC(=O)C(C(=O)OCC)C1N=C(N)N=C2Oc3ccccc3N21 (stereo unspecified) | 10 | -0.9 | 8 | 7 | -13 | -8 | 95 | 5 | 100
CC(C)(C)NC(=O)[C@]1(C)CCC[C@@]2(C)C3CC[C@@]4(C)C[C@]3(CCC21)CC4=O (stereo partly specified) | 1 | · | 0 | · | -1 | 16 | 69 | 3 | 86
COc1ccc(NCc2nnc(SCC(=O)Nc3ccc(OC)cc3)n2C)cc1 | 1 | 3.0 | 0 | -2 | 9 | 0 | 94 | 0 | 96
CC(=O)Nc1ccc(S(=O)(=O)NCCSCc2ccccc2Cl)cc1 | 4 | 2.8 | 0 | -1 | 7 | 22 | 105 | 6 | 94
CCOc1ccccc1C(=O)NC(C(=O)Nc1ccccc1N1CCOCC1)C(C)C (stereo unspecified) | 2 | -2.3 | 0 | -1 | -3 | 7 | 106 | 6 | 102
Clc1ccc(-c2nnc(N3CCOCC3)o2)cc1 | 2 | -2.1 | 0 | 2 | -3 | -1 | 94 | 1 | 84
O=[N+]([O-])c1cc([N+](=O)[O-])c(Oc2ccc(Cl)c3cccnc23)cc1NN1CCCCC1 | 0 | 0.6 | 2 | 5 | 11 | -2 | 103 | -1 | 103
CCOC(=O)COc1cccc2c(=O)n(CC(=O)N3CCN(C(=O)OCC)CC3)ccc12 | -3 | 0.4 | 0 | -2 | 6 | 0 | 100 | -7 | 93
COc1cccc(NC(=O)C2CC2)c1 | 2 | 0.8 | 1 | 1 | 1 | -5 | 102 | -10 | 97
O=c1c(C/C=C/c2ccccc2)c(O)nc2n1CCCS2 | 0 | -0.7 | 0 | -2 | 2 | -6 | 102 | -4 | ·
COc1ccc(S(=O)(=O)N2CCCCCC2)cc1N(C)S(=O)(=O)c1ccccc1 | -2 | -0.8 | 0 | 1 | 3 | 8 | 99 | 4 | 95
Cc1cc(=O)oc2c1ccc1ccccc12 | 0 | -1.6 | 2 | -5 | -3 | -4 | 83 | 5 | 96
CC(NC(=S)Nc1ccc(S(=O)(=O)N2CCOCC2)cc1)C1CC2CCC1C2 (stereo unspecified) | 8 | 3.3 | 4 | -17 | 3 | -21 | 101 | 16 | 100
COC(=O)[C@@H]1CC[C@H](C)[C@@H](c2ccc(C)cc2)N1C(=O)c1ccc(/C=N/OCC[C@@H]2C=C[C@H](OC(C)=O)[C@@H](COC(C)=O)O2)cc1 | 0 | 2.1 | 0 | -1 | 5 | 16 | 92 | 1 | 97
Cc1nn(CC(=O)N2CCCc3ccccc32)c(C)c1[N+](=O)[O-] | 5 | 0.4 | 1 | 5 | 10 | -3 | 107 | 2 | 106
CCOC(=O)c1ccc(/C=C2/C=C(c3ccccc3)N(c3ccc(Cl)c(C(=O)O)c3)C2=O)cc1 | -14 | 9.6 | 1 | -7 | -25 | -248 | 100 | -71 | 96
CCOC(=O)N1CCN(C(=O)COc2ccc(Cl)c(C)c2)CC1 | -2 | -1.9 | 0 | 3 | -8 | 18 | 103 | -1 | 97
Cc1sc2ncnc(NCc3cccnc3)c2c1C | 0 | 3.0 | 4 | -1 | -6 | -3 | 99 | 3 | 99
Cc1nc2ccccc2c(=O)n1-c1ccc(NS(=O)(=O)c2ccccc2)cc1 | -2 | -2.7 | 0 | -2 | -5 | -4 | 98 | 3 | 90
CC(OC(=O)c1ccc(NS(=O)(=O)c2ccc3[nH]c(=O)[nH]c3c2)cc1)C(=O)Nc1cccc(Cl)c1Cl (stereo unspecified) | -9 | -0.8 | 0 | -20 | -4 | 5 | 107 | -4 | 104
Cc1ccccc1Cn1nc(C)c(NC(=O)C(F)(F)F)c1C | 3 | -1.4 | 3 | 4 | 0 | 4 | 101 | -3 | 113
CCS(=O)(=O)C(=C1Nc2ccccc2N1)S(=O)(=O)CC | -1 | -1.7 | 1 | 2 | -11 | 22 | 97 | -1 | 106
O=S(=O)(c1ccccc1)N(Cc1ccccc1)c1ccccn1 | 9 | -2.3 | 2 | 0 | 5 | 7 | 89 | 8 | 100
Cn1c(=O)c2c(SCc3ccccn3)nc(CC(C)(C)C)nc2n(C)c1=O | 3 | 0.9 | 2 | 3 | 1 | 4 | 94 | 2 | 95
